Source: PubChem BioAssay
Efflux pump mplx: blocks antifungal efflux pumps in multiplex yeast assay | hit rate 0.44% among 330,000 | S. cerevisiae Candida pump triplex, Nile Red efflux | inhibition, % at 10 µM;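 active means plate passing quality check with inhibition over a set limit, or well fluorescence over plate mean plus 4 SD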;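 further: Nile Red retained in pooled yeast measured as flow cytometry median fluorescence; 0% = buffer negative control and 100% = Enniatin B positive control; higher means more Nile Red kept so more efflux inhibition; some compounds called inactive have numbers as strong as hits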
CTSL1 counter: counter-screen for PFM18AAP inhibitors: inhibitors of F. hepatica cathepsin L1; recombinant F. hepatica cathepsin L1, Z-Leu-Arg-MCA fluorescence; hit rate 0.49% among 300,000; inhibition, % at 5.96 µM;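 active means inhibition above the mean of all tested compounds plus 3 SD, set per screening campaign, cut at about 17% in these data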;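 further: 0% = plate median of test compound wells and 100% = 1 µM Z-Phe-Ala-diazomethylketone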
PP1 counter: counter-screen for PP5 inhibitors: inhibitors of human PP1-alpha; purified PP1alpha, OMFP fluorescence; inhibition, % at 6.7 µM; hit rate 0.9% among 320,000;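 active means inhibition above the mean inhibition of all tested compounds plus 3 SD, computed separately for each screening campaign, cut at about 15% in these data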
Target sequence (P62136 whole entry, looked up): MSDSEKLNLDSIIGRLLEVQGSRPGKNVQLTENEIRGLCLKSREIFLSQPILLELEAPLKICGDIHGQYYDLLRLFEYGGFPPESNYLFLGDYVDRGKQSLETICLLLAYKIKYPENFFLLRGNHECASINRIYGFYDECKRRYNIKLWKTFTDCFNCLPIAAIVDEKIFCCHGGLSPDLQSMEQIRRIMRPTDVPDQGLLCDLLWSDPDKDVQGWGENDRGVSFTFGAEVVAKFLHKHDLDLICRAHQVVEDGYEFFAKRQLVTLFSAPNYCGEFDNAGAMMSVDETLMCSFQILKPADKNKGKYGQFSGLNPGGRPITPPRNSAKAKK
ZTA counter: blocks Epstein-Barr virus ZTA, an EBNA-1 counter-screen; ZTA-DNA binding, fluorescence polarization; inhibition, % at 11 µM; hit rate 0.15% among 320,000; AID 2234; in the data active means inhibition above about 33%
Target sequence (P03206 whole entry, looked up): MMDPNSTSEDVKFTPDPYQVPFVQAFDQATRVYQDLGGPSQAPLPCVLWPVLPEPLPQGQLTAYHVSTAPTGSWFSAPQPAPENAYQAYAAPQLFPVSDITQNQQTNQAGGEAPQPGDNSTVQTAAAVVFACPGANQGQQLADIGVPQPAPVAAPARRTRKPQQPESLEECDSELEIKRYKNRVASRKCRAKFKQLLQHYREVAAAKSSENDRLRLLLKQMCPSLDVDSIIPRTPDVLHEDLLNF
PREPL inh: inhibits the human prolyl oligopeptidase-like enzyme | recombinant PREPL, fluorescence polarization activity-based probe | Q4J6C6 | hit rate 0.68% among 320,000 | inhibition, % at 5.96 µM; in the data active means inhibition above about 43%;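 further: 0% = enzyme with DMSO and 100% = wells lacking enzyme; many of its hits are not listed in these tables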
EBNA-1 inh: blocks EBNA-1 binding to DNA; EBNA-1 DNA binding, fluorescence polarization; inhibition, % at 14.8 µM; hit rate 0.34% among 300,000; AID 1950; in the data active means inhibition above about 28%
PP5 primary: PP5 (human) phosphatase inhibition. hit rate 0.18% among 320,000. inhibition, % at 6.7 µM. purified PP5c, OMFP substrate fluorescence;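 active means inhibition above the campaign's mean inhibition across all tested compounds plus 3 SD, cut at about 9.5% in these data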;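 further: 0% = DMSO only and 100% = 100 µM cantharidin control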
Target sequence (P53041 whole entry, looked up): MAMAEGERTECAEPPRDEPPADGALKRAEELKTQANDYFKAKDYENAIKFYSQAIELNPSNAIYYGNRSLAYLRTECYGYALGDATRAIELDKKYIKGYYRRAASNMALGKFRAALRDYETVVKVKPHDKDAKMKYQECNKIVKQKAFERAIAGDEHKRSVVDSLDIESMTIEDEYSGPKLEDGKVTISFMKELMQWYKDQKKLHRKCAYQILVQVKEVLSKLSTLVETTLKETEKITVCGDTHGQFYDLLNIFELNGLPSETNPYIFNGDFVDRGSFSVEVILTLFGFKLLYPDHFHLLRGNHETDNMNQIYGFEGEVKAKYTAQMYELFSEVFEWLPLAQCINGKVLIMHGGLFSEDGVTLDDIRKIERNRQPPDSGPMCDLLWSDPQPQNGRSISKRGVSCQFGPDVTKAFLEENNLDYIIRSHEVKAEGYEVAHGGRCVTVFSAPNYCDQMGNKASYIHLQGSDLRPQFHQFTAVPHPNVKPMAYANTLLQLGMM
TPT1 inh: C. albicans TPT1 enzyme inhibition; inhibition, % at 5 µM; AID 1962; hit rate 0.81% among 300,000; recombinant caTPT1, FP RNA substrate dephosphorylation;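 active means inhibition above the mean of all tested compounds plus 3 SD, set per screening campaign, cut at about 24% in these data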;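 further: plate controls were DMSO alone for no effect and ferristatin control at 100 nM for full effect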
core dimer inh: blocks dimerization of HCV core protein | inhibition, % at 5 µM | hit rate 0.33% among 300,000 | TR-FRET GST/Flag-core106 dimerization, 1536-well;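 active means inhibition above the mean of all tested compounds plus 3 SD, set per screening campaign, cut at about 45% in these data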
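Assay system: Tagged HCV core106 pair (GST and Flag) | Buffer or medium: KF-containing HEPES buffer, pH 7.45, DTT, CHAPS, BSA | Also added: Eu donor and XL665 acceptor anti-tag antibodies | Dosing: One concentration, 5 µM, in 0.5% DMSO | Timing: 4 h at 22.5 °C | Technique: TR-FRET 671 and 617 nm emission | Repeats: Singlicate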
An asterisk follows results filed as active; · = no result given. Some of the compounds tested. The share of hits here may be higher or lower than overall.

SMILES | Efflux pump mplx | CTSL1 counter | PP1 counter | ZTA counter | PREPL inh | EBNA-1 inh | PP5 primary | TPT1 inh | core dimer inh
O=C(NCC1CCCO1)C(c1ccncc1)N(Cc1cccs1)C(=O)CN1C(=O)c2ccccc2S1(=O)=O (stereo not drawn) | 0.0 | -11 | -2 | -9 | 13 | -17 | 2.6 | 0 | 4
CCOC(=O)c1c(-c2ccc(C)o2)csc1NC(=O)CSc1nncs1 | -0.2 | 4 | 5 | -3 | 5 | 4 | 3.0 | 5 | 13
COc1ccccc1C(CC(=O)Nc1ccc(C)c(C)c1)c1ccc(OC(C)C)cc1 (stereo not drawn) | -0.2 | 2 | 1 | 11 | -42 | 2 | 4.6 | 0 | 5
Cc1cc(OCc2cc(C(=O)NCc3csc(C(C)C)n3)no2)cc(C)c1Cl | -0.1 | 4 | -3 | -4 | -8 | 11 | 5.4 | 1 | -4
COC(=O)CCC(=O)N1CCCC(CO)(Cc2ccccc2F)C1 (stereo not drawn) | -0.1 | -11 | 6 | -17 | 19 | -18 | 0.6 | 0 | -8
N#Cc1ccsc1NC(=O)CN1CCCCC1 | 0.0 | 2 | -2 | -9 | 1 | 4 | 0.5 | -6 | -9
Cc1ccc(NC(=O)CSc2nnc3ccc(-c4cccnc4)nn23)cc1 | -0.1 | -2 | -1 | 1 | -3 | -14 | -1.6 | -1 | 1
COCCNC(=O)Cn1cc(S(=O)(=O)N2CCN(c3ccccc3F)CC2)c2ccccc2c1=O | 0.2 | -4 | -3 | -4 | -3 | -25 | 3.4 | 4 | 6
CCC(=O)c1c(NCCc2ccccc2)cc(C)oc1=O | -0.1 | 3 | 2 | -7 | 6 | -7 | 2.4 | -2 | -5
COc1cccc(Sc2cc(N3CCOCC3)nc(-c3ccccc3)n2)c1 | 0.1 | -2 | 0 | 5 | 15 | 2 | 3.5 | -2 | 0
CC(=O)c1cccc(NC(=O)C(OC(=O)c2ccccc2NS(=O)(=O)c2cccs2)c2ccccc2)c1 (stereo not drawn) | 0.0 | -2 | 8 | 9 | -12 | 11 | 2.6 | 3 | 39
O=c1[nH]c(NNC(=S)NC2CCCCC2)nc2c1C1(CCCC1)Cc1ccccc1-2 | 0.2 | 10 | 19* | -12 | -2 | 13 | 1.3 | 2 | 3
CN[C@H](CC(=O)O)C(=O)O | 0.0 | 2 | 0 | 8 | 1 | 8 | -0.2 | -4 | 17
COc1ccccc1C(CNC(=O)c1cccc(S(=O)(=O)NCc2ccccc2)c1)N(C)C (stereo not drawn) | 0.1 | 2 | -5 | -5 | -1 | -12 | 0.2 | 3 | -2
CC1CCc2sc(C(=O)N/N=C/c3ccc(O)cc3)cc2C1 (stereo not drawn) | 0.1 | 2 | 4 | -12 | 18 | 1 | 7.5 | -2 | 0

Just PREPL inh and TPT1 inh, for four of the compounds above:
SMILES | PREPL inh | TPT1 inh
N#Cc1ccsc1NC(=O)CN1CCCCC1 | 1 | -6
Cc1ccc(NC(=O)CSc2nnc3ccc(-c4cccnc4)nn23)cc1 | -3 | -1
COCCNC(=O)Cn1cc(S(=O)(=O)N2CCN(c3ccccc3F)CC2)c2ccccc2c1=O | -3 | 4
CCC(=O)c1c(NCCc2ccccc2)cc(C)oc1=O | 6 | -2

Remaining list, next part:
SMILES | Efflux pump mplx | CTSL1 counter | PP1 counter | ZTA counter | PREPL inh | EBNA-1 inh | PP5 primary | TPT1 inh | core dimer inh
O=C(OCC(=O)N1CCCc2ccccc21)c1ccc(C(F)(F)F)cc1 | 0.0 | 0 | 3 | -15 | 2 | -6 | 2.4 | -3 | -1
COc1ccc(S(=O)(=O)N2CCN(C(=O)CCSc3ccccc3)CC2)cc1 | -0.1 | · | -2 | 6 | 19 | · | 1.9 | · | ·
COc1ccccc1/C=C/C(=O)N1CCC(c2ccccc2)C1 (stereo not drawn) | 0.0 | 3 | 2 | 5 | -9 | 3 | 2.9 | -2 | 19
O=C(NCCO)c1cccc(S(=O)(=O)N2CCCCC2)c1 | 0.1 | 3 | 2 | 6 | 4 | -5 | -0.4 | 3 | 2
CCN(CC)CCNCC(=O)Nc1ccc(Oc2ccccc2)cc1 | 0.1 | -4 | 0 | -9 | 1 | -8 | 4.6 | 0 | 5
COc1ccc(NC(=O)c2[nH]c(C)c(C(C)=O)c2C)cc1S(=O)(=O)N1CCOCC1 | -0.2 | -2 | 1 | 13 | -1 | 9 | -3.1 | -1 | -4
COC(=O)c1cc(NC(=O)c2cc(C(C)(C)C)nn2Cc2ccc(F)cc2)ccc1N1CCOCC1 | 0.1 | 1 | 0 | -8 | -7 | -9 | 8.2 | 0 | 1
CN1C(=O)c2c(sc3c2CC(C)(C)SC3)N2CCN=C12 | -0.2 | -2 | 2 | -9 | 4 | -4 | 1.9 | 0 | 4
O=C1CC(C(=O)N(CC2CCCO2)C(C(=O)NC2CCCCC2)c2ccncc2)CS1 (stereo not drawn) | -0.2 | 3 | -3 | 10 | -9 | 13 | 0.4 | 1 | 1
O=S1(=O)C=C(SCCN2CCCC2)c2ccccc21 | -0.1 | -1 | -5 | 3 | 0 | -2 | 0.1 | -3 | 3
Cc1cc(=O)[nH]c2c1c(=O)[nH]n2C1CC(C)N(C)CC1C (stereo not drawn) | -0.1 | 0 | -2 | 11 | -4 | 5 | 1.5 | -2 | -1
Cc1ccc2cc3c(NC(=O)CC(C)C)nn(C)c3nc2c1 | -0.3 | 2 | -1 | 0 | 16 | -2 | 0.4 | -3 | -20
CCC(=O)Nc1cccc(-n2nnnc2SCC(=O)c2ccc(C)c(C)c2)c1 | 0.4 | -3 | 0 | -20 | 4 | -1 | 13* | -1 | 8
COc1ccc(OCC(O)CN(C)C(=O)/C=C/c2cccc([N+](=O)[O-])c2)cc1 (stereo not drawn) | 0.0 | 1 | -2 | 6 | 14 | 6 | 1.7 | -1 | -6
CC1CC(C)CN(CCC(=O)Nc2ccc3c(c2)CCC3)C1 (stereo not drawn) | -0.2 | 41* | -5 | -9 | 24 | 3 | -0.1 | -1 | 4
CCN1C(=O)C2C(c3ccc(O)c(OC)c3)NC(C)(C(=O)OC)C2C1=O (stereo not drawn) | 0.0 | -2 | -5 | -5 | -2 | 6 | 3.0 | -5 | -3
COC(=O)N1c2ccccc2CCc2ccccc21 | 0.4 | 2 | -3 | 4 | 10 | -6 | 6.8 | 5 | 4
C=CCn1c(SCc2c(F)cccc2Cl)nnc1-c1ccco1 | 0.1 | -5 | -3 | 11 | -2 | -2 | 2.7 | -1 | 0
CC1CCN(C(=O)CN(c2cccc(F)c2)S(C)(=O)=O)CC1 | 0.1 | 3 | -2 | -19 | 20 | -1 | 2.5 | -7 | -3
Cc1ccc(S(=O)(=O)Oc2ccccc2/C=C2/SC(=O)NC2=O)cc1 | -0.1 | -1 | 0 | 8 | -1 | 15 | 0.1 | -2 | -3
Cc1onc(-c2c(F)cccc2Cl)c1C(=O)N[C@@H]1C(=O)N2C(C(=O)O)C(C)(C)S[C@H]12 (stereo partly drawn) | 0.0 | -5 | -6 | -5 | -4 | -1 | 0.2 | -1 | -7
Cc1ccc(OCC(=O)Nc2nnn(C)n2)c(C)c1 | 0.0 | -6 | 8 | 0 | 7 | 0 | 0.2 | -7 | 1
Cc1cccc(C(=O)Nc2ccc(C(=O)N/N=C/c3cccnc3)cc2)c1 | -0.2 | 3 | -2 | 9 | 6 | 9 | 0.1 | -1 | 0
O=C(NCc1ccccn1)c1cn(-c2ccccc2)nc1-c1ccc(Cl)cc1 | -0.1 | 7 | 6 | 0 | 9 | -2 | 6.7 | 0 | -2
O=C(COC(=O)c1ccc(Br)cc1)NC(=O)NCc1ccccc1 | -0.1 | · | 3 | -11 | 9 | · | 1.1 | · | ·
O=C(C[N+]12CC[N+](CC(=O)c3ccc(F)cc3)(CC1)CC2)c1ccc(F)cc1 | 0.4 | 0 | -3 | -2 | -6 | -19 | 4.2 | 2 | 2
O=C(COc1cc(F)ccc1[N+](=O)[O-])N1N=C(c2cccs2)CC1c1ccco1 (stereo not drawn) | 0.0 | · | 1 | -8 | 9 | · | 4.4 | · | ·
O=C(CSc1ccc2nnc(-c3ccccn3)n2n1)Nc1ccccc1C(F)(F)F | 0.2 | 1 | -3 | -3 | 4 | 12 | 0.8 | 1 | -3
CCOC(=O)NC(=O)CN1C(=O)NC2(CCc3ccccc32)C1=O (stereo not drawn) | -0.2 | -2 | -2 | -1 | 6 | 5 | -1.7 | -2 | -11
O=C(CCN1C(=O)/C(=C/c2ccc(F)cc2)SC1=S)NC1CCS(=O)(=O)C1 (stereo not drawn) | 0.0 | 3 | 0 | -2 | 21 | 2 | 0.2 | 0 | 3
CC1=NN(C(=O)CCc2ccccc2)C(c2ccccc2)C1 (stereo not drawn) | -0.1 | 0 | -1 | -1 | -6 | -2 | 2.3 | 0 | 8
O=C(NNS(=O)(=O)c1ccc(F)cc1)C1CCN(Cc2cccc(F)c2)CC1 | 0.0 | 0 | -4 | 19 | 0 | 2 | -2.5 | 11 | 0
CCOC(=O)C(Cc1ccccc1)NC(=O)Cn1nnc(-c2ccccc2)n1 (stereo not drawn) | 0.1 | -2 | -2 | -1 | 11 | 5 | 1.7 | 1 | 4
COc1ccc(/C=N/NC(=O)Cc2cc(OC)c(OC)cc2[N+](=O)[O-])cc1 | 0.1 | 1 | -1 | 0 | -7 | 0 | 2.7 | -3 | -7
COc1cc(/C=N/NC(=O)CNS(=O)(=O)c2ccc(C)cc2)cc(OC)c1OC | 0.0 | 1 | -4 | -1 | 6 | -13 | 0.8 | -3 | -2
Cn1ncc(S(=O)(=O)Cc2ccccc2)c(Cl)c1=O | 0.0 | 3 | 1 | 3 | -7 | -8 | -0.9 | -2 | 1
COc1ccc(OCC(=O)Nc2ccccc2C(=O)N2CCOCC2)cc1 | 0.1 | 2 | -3 | 4 | 9 | 0 | -2.7 | 2 | 0
Cc1cccc(C(=O)/C=C2/c3ccccc3CC(C)(C)N2C)c1 | -0.2 | 0 | -4 | -2 | 7 | 2 | -1.0 | -4 | 1
Cc1cc(C)n2nc(SCc3nnc(-c4ccccc4Br)o3)nc2n1 | 0.0 | -4 | -5 | 5 | 9 | 13 | 1.7 | 0 | 10
FC(F)(F)c1cc(-c2ccco2)nc(NCc2ccc(Cl)cc2)n1 | 0.0 | -1 | -2 | 17 | 4 | 3 | 1.3 | -2 | 2
Cc1ccc(C)c(NC(=O)Cn2nnc(-c3ccc(N4CCOCC4)cc3)n2)c1 | 0.2 | -8 | 10 | -3 | 22 | -5 | -0.4 | -5 | 17
O=C(OCC(=O)N1c2ccccc2Sc2ccccc21)c1ccc[n+]([O-])c1 | 0.2 | -16 | 4 | -11 | -7 | -13 | -3.1 | 0 | 3
Cc1ccc(C(=O)NC(=O)OCCn2c(C)cnc2[N+](=O)[O-])cc1 | 0.1 | 3 | -5 | -4 | 17 | -10 | 0.3 | 2 | -3
CCC(C)NC(=O)CCn1c(-c2ccccc2)cc(C(C)=O)c1C (stereo not drawn) | 0.3 | 0 | -3 | -8 | 2 | 1 | -1.0 | 1 | 1
COc1cc(OC)c(NC(=O)c2cncn2-c2ccc(F)cc2)cc1Cl | 0.1 | 4 | -2 | 8 | 13 | 15 | -0.3 | -1 | -11

Of the compounds above, these contain a COOH group.
SMILES | Efflux pump mplx | CTSL1 counter | PP1 counter | ZTA counter | PREPL inh | EBNA-1 inh | PP5 primary | TPT1 inh | core dimer inh
CN[C@H](CC(=O)O)C(=O)O | 0.0 | 2 | 0 | 8 | 1 | 8 | -0.2 | -4 | 17
Cc1onc(-c2c(F)cccc2Cl)c1C(=O)N[C@@H]1C(=O)N2C(C(=O)O)C(C)(C)S[C@H]12 (stereo partly drawn) | 0.0 | -5 | -6 | -5 | -4 | -1 | 0.2 | -1 | -7
